# C2C12 statin = protects C2C12 myotubes from simvastatin toxicity. ATP luminescence, 48 h; scaled: DMSO 0, geranylgeraniol control 100. rescue of ATP level, % at 7.49 µM. actives 0.78% (n = 330,000);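 active means mean ATP rescue above about 67%, or every replicate alone reaching that limit, limit read from the data, passing the limit was not always enough; inconclusive means no clear call, values can overlap the other calls; inactive means mean under the limit and some replicate under it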;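 further: myotubes were challenged with 10 µM simvastatin during compound exposure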
# esBAF inh = SWI/SNF esBAF complex inhibition | mouse ES cells, Bmi1-luciferase knock-in reporter, 24 h; 100% = twice the neutral-well signal | reporter increase, % at 12.5 µM | actives 2% (n = 350,000); in the data active means activation above about 40%; inconclusive means no clear call, values can overlap the other calls;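 further: 0% = median of the plate's neutral control wells and 100% = double that signal; a rise in the Bmi1 reporter signal indicates esBAF inhibition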
# CASP6 VEID inh = caspase-6 (human) enzyme inhibition; actives 0.53% (n = 350,000); purified caspase-6, Z-VEID-R110 cleavage fluorescence; P55212; inhibition, % at 12.5 µM;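 active means mean inhibition across replicates at least about 35%, with every replicate also reaching that limit, limit read from the data; inconclusive means only one of the two criteria met; inactive means neither criterion met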;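 further: 0% = median of neutral control wells and 100% = no fluorescence left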
# Target sequence (P55212 24-179 limits assumed): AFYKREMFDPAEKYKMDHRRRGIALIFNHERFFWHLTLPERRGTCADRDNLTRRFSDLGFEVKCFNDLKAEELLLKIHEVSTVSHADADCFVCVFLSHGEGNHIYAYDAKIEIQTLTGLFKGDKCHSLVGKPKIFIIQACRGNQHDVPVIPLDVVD
# Target sequence (P55212 194-293 limits assumed): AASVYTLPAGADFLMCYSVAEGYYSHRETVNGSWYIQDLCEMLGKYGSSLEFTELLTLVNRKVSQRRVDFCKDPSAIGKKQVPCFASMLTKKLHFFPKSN
# SIRT5 block = inhibitors of human sirtuin-5 desuccinylase | Q9NXA8 | Purified SirT5, succinyl-peptide AMC, trypsin-coupled fluorescence | inhibition, % at 15 µM | actives 1.1% (n = 330,000); in the data active means inhibition above about 15%; inconclusive means no clear call, values can overlap the other calls
# Target sequence (Q9NXA8 whole entry, looked up): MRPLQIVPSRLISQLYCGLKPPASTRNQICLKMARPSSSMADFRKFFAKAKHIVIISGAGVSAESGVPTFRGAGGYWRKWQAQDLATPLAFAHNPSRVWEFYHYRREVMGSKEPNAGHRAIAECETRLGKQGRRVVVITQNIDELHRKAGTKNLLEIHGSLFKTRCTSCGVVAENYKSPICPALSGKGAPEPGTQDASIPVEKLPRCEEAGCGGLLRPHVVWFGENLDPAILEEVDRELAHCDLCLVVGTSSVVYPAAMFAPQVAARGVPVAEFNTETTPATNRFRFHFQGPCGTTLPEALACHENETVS
# FN deposit inh = fibronectin deposition inhibition; AH1F fibroblasts, Alexa488-fibronectin deposition fluorescence, overnight; AID 743247; actives 0.086% (n = 350,000); inhibition, % at 12.6 µM;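 active means mean inhibition across replicates of 30% or more, regardless of how many single replicates reach that level; inconclusive means mean under 30% yet at least half of replicates reach 30%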;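 further: positive control wells lacked labelled fibronectin entirely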
#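 Assay system: AH1F fibroblasts assembling fluorescent fibronectin matrix; Amount: 10000 AH1F cells per well; Buffer or medium: DMEM, 2% serum; Probe or stimulus: Alexa488-fibronectin, 24 nM final in well; Doses: single compound dose, delivered by pin transfer; Incubation: 1 h adhesion, overnight exposure; Measured by: fluorescence 485/525 nm; Read-out: fibronectin deposition inhibition.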
# S100A4 MyoIIA = S100A4-myosin IIA interaction inhibition | P26447 | actives 0.14% (n = 360,000) | inhibition, % at 10.7 µM | S100A4/TAMRA-MyoIIA peptide fluorescence polarization;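 active means mean inhibition of at least 70% across replicates, with every replicate also reaching that level; inconclusive means mean inhibition reaches 70% but some replicates fall short; inactive means mean inhibition below 70%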
# Target sequence (P26447 whole entry, looked up): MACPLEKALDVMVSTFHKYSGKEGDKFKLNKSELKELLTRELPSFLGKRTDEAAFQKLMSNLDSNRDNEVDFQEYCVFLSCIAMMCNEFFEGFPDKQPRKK
#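 Compound dosing: one dose per compound; test system: human S100A4 monomer with TAMRA-labelled myosin IIA peptide; probe or stimulus: TAMRA-labelled myosin IIA heavy-chain peptide probe, 5 nM; medium: HEPES buffer with Ca2+, pH 7.2; schedule: 5 min incubation before reading; benchmarks: neutral control DMSO, positive control TFP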
# LGR2 inh = Drosophila LGR2 receptor signaling inhibition. HEK293 LGR2, CRE-luciferase, bursicon-stimulated, 4 h. inhibition, % at 9.99 µM. actives 0.35% (n = 380,000);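 active means drop in luminescence signal, shown as inhibition above about 50% in the replicate tests, limit read from the data, passing the limit was not always enough; inconclusive means probably only some replicates passing the limit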;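 further: agonist challenge used bursicon conditioned medium at about half maximal strength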
# * hit, by the source's call; u = inconclusive; x = not tested or not shown.
SMILES,C2C12 statin,esBAF inh,CASP6 VEID inh,SIRT5 block,FN deposit inh,S100A4 MyoIIA,LGR2 inh
O=C(NNc1cc(Cl)cc(Cl)c1)c1c(F)cccc1Cl,12,7,0,4,2,0,18
COc1ccc(OC)c(NC(=O)NNS(=O)(=O)c2ccc(C)cc2C)c1,x,x,6,-4,-1,-2,-3
CN(C)S(=O)(=O)c1cccc(NC(=O)c2cc([N+](=O)[O-])ccc2N2CCCCC2)c1,-24,-4,2,2,15,41,0
CCOC(=O)c1c(C)[nH]c(C)c1S(=O)(=O)NC1CCN(C(=O)OCC)CC1,-8,-4,0,0,-11,5,-5
COc1cc2cc(CCOC(=O)c3ccc(C(F)(F)F)cc3)oc(=O)c2cc1OC,-7,0,x,x,-5,x,-5
COc1cccc(NC(=O)Nc2nc(SC)ns2)c1,0,17,-1,0,-1,-3,0
O=C(/C=C/C=C/c1ccc2c(c1)OCO2)N1CCCCC1,4,51*,2,2,x,3,-117
COCCN(C(=O)CNC(=O)c1ccco1)C(C(=O)NC1CCCC1)c1cccs1 (stereo not given),11,-6,x,x,-3,x,x
CN(C)CCOC(=O)c1sc2ccccc2c1Cl,5,1,0,-1,-1,-6,-14
O=C(NC(=S)Nc1ccccc1Br)C1CCC1,9,32,-1,1,0,5,-31
CCC1CN(C(=O)N2CCC(C(=O)Nc3ccccc3F)CC2)c2ccccc2O1 (stereo not given),18,-5,0,19*,-1,-4,8
CCCC(=O)Nc1ccc2c(c1)C(=O)N(C)C[C@@H](OC)[C@H](C)CN(CCc1ccccc1)[C@H](C)CO2,15,10,0,2,-2,1,4
C=CCOc1ccc(Br)cc1CNCCCN1CCOCC1,x,x,-61,-1,0,0,6
c1ccc2nc(-c3nc4ccccc4o3)ccc2c1,-131,-5,x,x,1,x,85*
C[C@@H]1CCCCO[C@H](CN(C)Cc2ccncc2)[C@H](C)CN([C@H](C)CO)C(=O)c2cc(NC(=O)Nc3ccccc3)ccc2O1,x,x,-6,0,5,8,9
Cc1ccc(CNS(=O)(=O)CCNC(=O)c2ccc3c(c2)OCO3)cc1,12,5,0,-2,3,3,5
CN(CC(=O)Nc1cccc(F)c1)C(=O)c1ccc(OCc2ccccc2)cc1,12,19,-1,0,1,1,-5
C[C@@H]1CCCCO[C@@H](CN(C)Cc2ccc(C(F)(F)F)cc2)[C@H](C)CN([C@H](C)CO)C(=O)c2cc(NC(=O)Nc3ccc(F)cc3)ccc2O1,x,-8,1,0,-6,2,-25
C[C@@H]1CCCCO[C@@H](CN(C)Cc2ccncc2)[C@H](C)CN([C@@H](C)CO)C(=O)c2cc(NS(=O)(=O)c3ccc(Cl)cc3)ccc2O1,36,6,-3,4,-5,-8,-6
COCCNC(=O)C[C@@H]1CC[C@@H]2[C@H](COC[C@H](O)CN2Cc2ccc(Cl)c(Cl)c2)O1,30,1,2,-4,5,5,-12

# Pulled one by one from the list above, two records:
SMILES,C2C12 statin,esBAF inh,CASP6 VEID inh,SIRT5 block,FN deposit inh,S100A4 MyoIIA,LGR2 inh
COCCN(C(=O)CNC(=O)c1ccco1)C(C(=O)NC1CCCC1)c1cccs1 (stereo not given),11,-6,x,x,-3,x,x
CN(CC(=O)Nc1cccc(F)c1)C(=O)c1ccc(OCc2ccccc2)cc1,12,19,-1,0,1,1,-5

# The list goes on.
SMILES,C2C12 statin,esBAF inh,CASP6 VEID inh,SIRT5 block,FN deposit inh,S100A4 MyoIIA,LGR2 inh
O=C(NCCSc1c[nH]c2ccccc12)c1ccc2c(c1)OCO2,16,13,2,-9,2,-2,x
Cc1cccc(CN2[C@H](COC(=O)Nc3ccccc3)C=CS2(=O)=O)c1,7,-7,1,2,-4,-5,-8
O=C1[C@@H](Oc2ccccc2)[C@@H](c2ccncc2)N1c1ccncc1,9,-10,2,0,13,5,5
CC1C(=O)C(C)C(c2ccccc2F)NC1c1ccccc1F (stereo not given),6,-3,-1,1,-5,12,-2
CCOc1ccccc1N(C(=O)c1snc(C(N)=O)c1N)C(C(=O)NCCC(C)C)c1ccco1 (stereo not given),x,4,5,-2,x,3,5
O=c1c2nnn(Cc3ccccc3)c2ncn1C/C=C/c1ccccc1,9,5,0,-5,6,-4,-9
O=C(COC(=O)C1CC2C=CC1C2)Nc1cccc(S(=O)(=O)N2CCCCCC2)c1 (stereo not given),2,5,x,x,0,x,48
COc1ccc(NS(=O)(=O)c2cn(C)c(=O)n(C)c2=O)c(OC)c1,-15,-1,0,-3,-9,37,10
O=C(NCc1cccc(Cl)c1)c1cnn2c1NC(c1ccco1)CC2C(F)(F)F (stereo not given),24,-1,x,x,2,x,8
COc1cccc(-c2nc(CS(=O)(=O)CC(=O)N3CCc4ccccc4C3)c(C)o2)c1,3,3,-1,-2,-7,1,-1
CNC[C@H]1Oc2c(cccc2N(C)C)C(=O)N([C@@H](C)CO)C[C@H]1C,0,-2,-3,-1,-5,1,-2
Cc1noc(C)c1NC(=O)Nc1ccc2c(c1)C(=O)N([C@H](C)CO)C[C@H](C)[C@@H](CN(C)Cc1ccc(C(F)(F)F)cc1)OCCCC[C@H](C)O2,x,-4,2,14,x,-30,-24
Oc1c(Br)cc(Cl)cc1C=Nc1ccccc1Br,x,x,2,1,-1,-3,-6
CCC(CC)c1nnc(NC(=O)CN2C(=O)c3ccccc3C2=O)s1,x,x,1,-1,-1,-8,6
CCCC(=O)Nc1ccc2c(c1)OC[C@H](C)N(Cc1ccc(F)cc1)C[C@H](C)[C@H](OC)CN(C)C2=O,x,x,1,-3,0,-48,1
Cn1c(SCC(=O)c2ccccc2)nnc1C1COc2ccccc2O1 (stereo not given),x,x,2,5,8,14,-5
CO[C@H]1CN(C)C(=O)c2cc(NC(=O)C3CC3)ccc2OC[C@@H](C)N(C(=O)CN(C)C)C[C@H]1C,2,-1,3,-3,-3,7,5
C[C@H]1CN([C@@H](C)CO)C(=O)Cc2cc(NC(=O)NC3CCCCC3)ccc2O[C@H]1CN(C)S(=O)(=O)c1cn(C)cn1,0,-1,3,0,x,-7,1
CCOP(=O)(OCC)c1nc(-c2ccc(C)cc2)oc1N1CCOCC1,0,-1,x,x,-1,x,x
CCC(=O)Nc1ccc2c(c1)C(=O)N(C)C[C@H](OC)[C@H](C)CN(C(=O)Cc1ccccn1)[C@H](C)CO2,-7,3,-2,-2,4,-1,9
COC(=O)Nc1nc2ccc(SC(C)C)cc2[nH]1,-51,15,1,-4,12,1,-30
COC(=O)C1=C(c2ccc(OC)cc2)OC(=O)C1(C)C,5,-2,-1,x,5,2,0
CCC(C)Nc1nc(Cl)nc(N(C#N)CN2C(=O)c3ccccc3S2(=O)=O)n1 (stereo not given),x,x,2,-6,-2,0,-2
COc1ccc(Nc2nnc(-c3ccc(N4CCOCC4)c([N+](=O)[O-])c3)c3ccccc23)cc1,23,4,x,x,-4,x,-14
Cc1noc(C)c1COc1ccccc1C(=O)NCc1ccco1,0,-5,4,-4,-9,0,17
O=C(N/N=C/c1ccc2c(c1)OCO2)c1ccc(NS(=O)(=O)c2cccs2)cc1,x,x,3,-2,7,6,-70
Cc1ccc(S(=O)(=O)N2CCC(C(=O)N3CCN(Cc4ccccc4)CC3)CC2)cc1,6,-2,-2,-4,4,-2,-17
Cc1nnc(NC(=O)CSc2nnc(CC(=O)Nc3ccccc3Cl)n2C)s1,0,10,0,2,3,-1,10
Nc1ncc(Br)cc1S(=O)(=O)Nc1cc(C(F)(F)F)cc(C(F)(F)F)c1,-27,-13,10,4,1,-11,u
O=C(O)[C@@H]1[C@@H](CO)[C@@H]2Cn3c(ccc(/C=C/c4ccccc4)c3=O)[C@@H]2N1C(=O)c1cnccn1,-7,4,-1,2,x,34,-3
COc1ccc(C(=O)Nc2ccc3c(c2)OC[C@@H](C)N(C)C[C@H](C)[C@@H](OC)CN(C)C3=O)cc1,4,-3,0,5,13,3,11
COC(=O)[C@@]1(Cc2ccccc2)C=C[C@@H](C)N1C(C)=O,12,-4,-3,0,-4,0,-1
Cc1oc(-c2cc(F)cc(F)c2)nc1CN1CCN(C(=O)c2ccco2)CC1,-6,-8,3,-1,4,-4,13
CC(C)C1Nc2ccc(C(=O)O)cc2C2C=CCC21 (stereo not given),x,x,10,23*,-4,-15,-8
CC(C)(C)NC(=O)C(c1ccncc1)n1c(=O)c(-c2ccccc2)nc2ccccc21 (stereo not given),x,x,-1,-5,-10,-10,-17
O=C(Nc1ccnn1C1CCN(Cc2ccc(F)cc2)CC1)C1CC1,-3,1,-4,-4,1,2,1
CO[C@H]1CN(C)C(=O)c2cc(NC(=O)Nc3ccccc3)ccc2OC[C@@H](C)N(C(=O)Nc2c(C)noc2C)C[C@@H]1C,-3,4,0,2,3,-9,8
O=C(NC1CCCC1)C(c1ccncc1)N(Cc1ccco1)C(=O)c1ccc(-c2ccccc2)[nH]1 (stereo not given),x,x,4,x,x,-1,-67
Nc1ncn([C@H]2C[C@H](O)[C@@H](CO)O2)c(=O)n1,3,3,-1,-8,1,0,0
C[C@H]1CN([C@@H](C)CO)C(=O)c2cc(NC(=O)Cn3cnnn3)ccc2O[C@H]1CN(C)Cc1ccc(C(F)(F)F)cc1,9,0,4,3,-2,-13,6
CCCc1nnc2n1N=C(c1ccc([N+](=O)[O-])cc1)CS2,3,-4,-1,3,-2,-3,3
O=C(c1cccc(F)c1)N1CCc2ccccc21,4,8,-4,-10,x,-4,-13
COC(=O)C1CCN(S(=O)(=O)c2c(C)n(C)c(=O)n(C)c2=O)CC1,10,-8,2,6,-2,-2,x
Cc1sc(NC(=O)C2CCCCC2C(=O)O)c(C(N)=O)c1C (stereo not given),-15,3,x,x,-11,x,x
CCOc1ccc2noc3c2c1C(=O)c1ccccc1-3,-8,-7,x,x,-3,x,x
CCOc1cccc(CN2CCC(Oc3ccc(C(=O)N4CCCC4)cc3)CC2)c1,4,0,-3,-2,0,-3,25
C[C@@H]1CN([C@@H](C)CO)C(=O)c2cc(NC(=O)c3ccncc3)ccc2O[C@@H]1CN(C)Cc1ccccc1,-7,-2,2,9,x,1,-9
O=c1[nH]cnc(O)c1C(c1cccc([N+](=O)[O-])c1)c1c(O)nc[nH]c1=O,-9,1,-1,0,-7,0,1
CCC1C(=O)N=C(SCC(=O)NC2CCCCC2)NC1=O (stereo not given),-4,1,-2,-3,1,3,14
O=C(c1cccc(F)c1)N1CCCCN2[C@H](CO)[C@H](c3ccc(C#CC4(O)CCCC4)cc3)[C@H]2C1,0,8,3,-1,-3,48,1
O=C(COC(=O)CNS(=O)(=O)c1ccc(Br)cc1Cl)NCCc1ccccc1,0,-5,29,1,x,2,4
O=C(Nc1ccc2c(c1)OCCO2)C1CCCN(S(=O)(=O)c2cnc[nH]2)C1 (stereo not given),23,3,0,x,0,8,-24
COc1ccc(S(=O)(=O)N(C)C[C@@H]2OCCCC[C@@H](C)Oc3ccc(NS(=O)(=O)c4c(C)noc4C)cc3C(=O)N([C@@H](C)CO)C[C@@H]2C)cc1,x,1,0,8,-10,-7,-4
CN(CC(=O)Nc1ccc(N2CCOCC2)cc1)C(=O)CCCOc1ccc(Cl)cc1Cl,x,x,0,2,15,-3,-5

# Entries above shown as hits in esBAF inh.
mol	esBAF inh	CASP6 VEID inh	SIRT5 block	S100A4 MyoIIA	LGR2 inh
O=C(/C=C/C=C/c1ccc2c(c1)OCO2)N1CCCCC1	51*	2	2	3	-117

# Compound activity as filed in PubChem BioAssay.

# Not all compounds are listed. The share of hits here may be higher or lower than overall.
